Cneo AK release – causes C. neoformans cell lysis. adenylate kinase release luminescence, 4 h; normalised: neutral wells 0, clomiphene wells 100. lysis activity, % at 15 µM. AID 651654. 360,000 compounds, 0.2% hits;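 active = mean lysis activity across replicates of at least 80%, whatever share of replicates individually reach that level; inactive = mean lysis activity below 80%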
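Test system: log-phase Cryptococcus neoformans yeast cells; Quantity: yeast cell density of 5 × 10^6 cells/mL; Buffer or medium: YPD; Doses: single compound concentration per well; Timing: 4 h at 37 °C static, read 1 h later; Measured by: AK luminescence; Read-out basis: lysis from increased AK signal; Control set: Clomiphene as positive control.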
ARNT TACC3 PPI – disrupts binding between human ARNT and TACC3 | Q9Y6A5 | AlphaScreen His-ARNT PAS-B/GST-TACC3 binding, luminescence; TACC3 fragment carries E629A point mutation | inhibition, % at 9.99 µM | 390,000 compounds, 0.66% hits;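 active = mean inhibition of replicates at least 50% and at least half of replicates each reaching 50%; inconclusive = half or more replicates reach 50% but mean below 50%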;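 note: 0% = complete ARNT plus TACC3 wells and 100% = ARNT alone without TACC3; many hits fall short of the cut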
SIRT5 block – inhibitors of human sirtuin-5 desuccinylase. Q9NXA8. inhibition, % at 15 µM. Purified SirT5, succinyl-peptide AMC, trypsin-coupled fluorescence. 330,000 compounds, 1.1% hits; in the data active = inhibition above about 15%; inconclusive = no clear call, values can overlap the other calls
Target sequence (Q9NXA8 whole entry, looked up): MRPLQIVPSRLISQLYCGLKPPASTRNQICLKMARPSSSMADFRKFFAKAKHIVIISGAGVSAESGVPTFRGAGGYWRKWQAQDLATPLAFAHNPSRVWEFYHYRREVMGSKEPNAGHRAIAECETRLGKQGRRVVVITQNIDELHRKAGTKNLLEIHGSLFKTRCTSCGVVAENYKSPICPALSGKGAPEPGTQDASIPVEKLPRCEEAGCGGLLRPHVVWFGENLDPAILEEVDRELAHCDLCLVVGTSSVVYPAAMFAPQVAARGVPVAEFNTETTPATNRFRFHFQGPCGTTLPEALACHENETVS
Statin myotox sup – suppression of simvastatin myotoxicity | AID 602340 | 330,000 compounds, 0.78% hits | C2C12 myotubes + simvastatin, ATP luminescence, 48 h; scaled: DMSO 0, geranylgeraniol control 100 | rescue of ATP level, % at 7.49 µM;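 active = mean ATP rescue above about 67%, or every replicate alone reaching that limit, limit read from the data, passing the limit was not always enough; inconclusive = no clear call, values can overlap the other calls; inactive = mean under the limit and some replicate under it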;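 note: myotubes were challenged with 10 µM simvastatin during compound exposure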
miR122 inh – miR-122 inhibition in Huh7 cells; Huh7 miR-122 Renilla luciferase sensor, 48 h; neutral wells = 0, positive control = 100; activation (reporter increase), % at 12.5 µM; 340,000 compounds, 0.3% hits; AID 602342;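 active = mean replicate activation score at least 90 and every replicate individually at or above 90; inconclusive = only one of the two criteria met; inactive = neither criterion met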;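 note: higher luciferase means less miR-122 activity so hits act as miR-122 inhibitors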
ERp5 inh – ERp5 (human) disulfide isomerase inhibition; ERp5 insulin aggregation, absorbance 650 nm, 90 min; inhibition, % at 9.99 µM; 350,000 compounds, 0.05% hits; AID 651711;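 active = mean replicate inhibition above about 25%, with every replicate also reaching it, limit read from the data, passing the limit was not always enough; inconclusive = only one of those two criteria met; inactive = neither criterion met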
Target sequence (Q15084 whole entry, looked up): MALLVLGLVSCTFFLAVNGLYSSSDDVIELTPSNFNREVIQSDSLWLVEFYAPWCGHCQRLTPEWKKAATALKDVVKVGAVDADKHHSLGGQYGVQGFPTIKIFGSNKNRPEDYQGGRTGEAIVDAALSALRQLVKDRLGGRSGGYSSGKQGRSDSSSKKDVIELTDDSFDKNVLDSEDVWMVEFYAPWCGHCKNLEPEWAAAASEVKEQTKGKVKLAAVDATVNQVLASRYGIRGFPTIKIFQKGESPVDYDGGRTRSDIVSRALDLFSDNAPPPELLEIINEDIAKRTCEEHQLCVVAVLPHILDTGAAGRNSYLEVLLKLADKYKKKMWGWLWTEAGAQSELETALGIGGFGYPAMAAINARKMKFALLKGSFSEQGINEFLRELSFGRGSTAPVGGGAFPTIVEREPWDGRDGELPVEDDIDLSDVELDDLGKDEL
esBAF inh – inhibitors of esBAF chromatin remodeling in mouse ES cells | Bmi1-luciferase knock-in reporter, 24 h; 100% = twice the neutral-well signal | reporter increase, % at 12.5 µM | 350,000 compounds, 2% hits; in the data active = activation above about 40%; inconclusive = no clear call, values can overlap the other calls;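 note: 0% = median of the plate's neutral control wells and 100% = double that signal; a rise in the Bmi1 reporter signal indicates esBAF inhibition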
Numbers without * were called inactive; ? = inconclusive; nt = not tested or not shown; & = joins results of further samples; [ ] = another dose, or the depositor's remark.

SMILES	Cneo AK release	ARNT TACC3 PPI	SIRT5 block	Statin myotox sup	miR122 inh	ERp5 inh	esBAF inh
C[C@H]1CN([C@@H](C)CO)C(=O)CCCn2nncc2CO[C@H]1CN(C)C(=O)Nc1cccc(Oc2ccccn2)c1	0&-2	0	-2&-7	1&13	-2	5&-4	-3&0
C[C@H]1CN([C@@H](C)CO)C(=O)c2cc(NC(=O)NC3CCCCC3)ccc2O[C@H]1CN(C)Cc1ccc(Oc2ccccc2)cc1	8	nt	1	-97	-6[16.7 µM]	8	-2
CC(=O)Nc1cccc(NC(=O)c2ccc3c(c2)CCN3S(C)(=O)=O)c1	0	1	-4	-17	4	3	2
C[C@@H]1CN([C@@H](C)CO)C(=O)c2cc(NS(=O)(=O)c3cccs3)ccc2O[C@H]1CN(C)CC1CC1	-2	-4	0	12	-3[16.7 µM]	1	-5
CCC(=O)Nc1ccc2c(c1)OC[C@@H](C)N(Cc1cc(-c3ccccc3)on1)C[C@@H](C)[C@H](OC)CN(C)C2=O	1	1	nt	11	nt	-6	4
C[C@@H]1CN([C@H](C)CO)S(=O)(=O)c2ccc(-c3ccccc3)cc2O[C@@H]1CN(C)C(=O)C1CC1	nt	nt	nt	-16	-7[16.7 µM]	nt	1
COc1ccc(OC)c(NC(=O)N2CCCc3ccccc32)c1	6	2	-2	10	-9	5	-1
Cc1cccc(C)c1NC(=O)COC(=O)c1cc(=O)[nH]c2ccccc12	-1	-2	17*	-10	nt	0	0
CCc1nnc(NS(=O)(=O)c2ccc(NC(=O)c3cc(Cl)ccc3[N+](=O)[O-])cc2)s1	4	0	3	-3	1	3	-2
CCS(=O)(=O)N1CCN(Cc2ccc([N+](=O)[O-])cc2)CC1	-1	-8	nt	2	-1	nt	-2
O=C(O)c1ccc(N=NN2CCOCC2)cc1	nt	-24	nt	-4	-2	nt	4
Cc1cc(C)c(NC(=O)CCN2CCN(Cc3ccccc3)CC2)c(C)c1	-4	-8	-4	nt	-1	5	nt
C[C@H](CO)N1C[C@H](C)[C@@H](CN(C)Cc2ccc(C(=O)O)cc2)OCCCC[C@H](C)Oc2ccc(N(C)C)cc2C1=O	nt	nt	nt	13	3[16.7 µM]	nt	-10
COc1cc(C(=O)NCc2ccccc2Cl)ccc1OCC(=O)N1CCOCC1	1	12	2	3	-2	7	0
O=S(=O)(NC1CCN(Cc2ccccc2)CC1)c1ccc2ccccc2c1	nt	1	2	nt	nt	5	nt
C[C@H](CO)N1C[C@H](C)[C@@H](CN(C)Cc2ccc(C(F)(F)F)cc2)OCCCC[C@H](C)Oc2ccc(NC(=O)c3ccccc3)cc2C1=O	-2	-5	-2	nt	3[16.7 µM]	3	2
COC(=O)c1cc(C#N)c(Oc2cccc(C)c2C)nc1C	-2	-11	nt	30	-6	nt	6
Cc1cc(C(=O)Nc2cccc3c2O[C@H](CN(C)S(=O)(=O)c2ccc(Cl)cc2)[C@@H](C)CN([C@@H](C)CO)C3=O)n(C)n1	-3	-2	4	-41	-1[16.7 µM]	15	0
COc1cc([N+](=O)[O-])ccc1NC(=O)CN1CCOCC1	-1	-1	3	-13	-1	3	3
CC(=O)Nc1ccc(NC(=O)C(=O)NCC(c2ccco2)N2CCc3ccccc32)cc1 (configuration not stated)	1	4	-2	7	nt	7	0
Cc1cc(C(C)(C)C)oc1C(=O)N(CC(=O)NC1CCCC1)Cc1ccc(Cl)cc1	2	-1	nt	-8	-1	nt	-6
Nc1c(S(=O)(=O)c2cccc(Cl)c2)c2nc3ccccc3nc2n1CCN1CCOCC1	-5	1	nt	4	46	nt	-8
CCC(C)(C(=O)NC1CCCCC1)N(C(=O)CC1NC(=O)NC1=O)c1c(C)n(C)n(-c2ccccc2)c1=O (configuration not stated)	1	3	-2	8	-5	3	1
CCOc1ccc(OCCC(=O)OC(C)C(=O)Nc2ccc(Cl)cn2)cc1 (configuration not stated)	nt	1	-2	4	-1	1	-3
Cc1[nH]c(-c2ccc(F)cc2)cc1C(=O)N1CCN(c2ccccc2F)CC1	-1	3	6	-16	8	1	5
CN(C)c1ccc2c(c1)Sc1cc(N(C)C)ccc1N2C(=O)c1ccccc1	0	-1	0	-6	-5	1	1
CCOC(=O)C1=C(COC(=O)[C@H](C)NS(=O)(=O)c2ccccc2F)NC(=O)NC1C (some centres not stated)	3	-1	1	3	-5	16	1
CC(C(=O)NCc1ccccc1)N1C(=O)c2ccccc2C1=O (configuration not stated)	1	2	-3	3	-10	5	0
O=C(NC1CCCN(C2Cc3ccccc3C2)C1)c1ccc(F)cc1Cl (configuration not stated)	-1	-2	1	7	-4	-6	-2
NC(=O)NN=C1CCN2CCCc3cccc1c32	-1	nt	nt	0	nt	6	-2
Cn1c(NCC(O)CO)nc2c1c(=O)n(Cc1ccc(Cl)c(Cl)c1)c(=O)n2C (configuration not stated)	-4	16	nt	nt	-6	nt	-1
O=C1c2ccccc2C(=O)c2c1cccc2N(CCO)CCO	-1	24	3	-2	-4	-4	14
CCC(C)Oc1cccc(C(=O)Nc2ccccc2N2CCOCC2)c1 (configuration not stated)	2	-8	nt	0	3	nt	1
C#CCOCCOCCOCCNc1nc(N2CCN(C(=O)[C@H](CCCCN)n3cc(C(N)CC(C)C)nn3)CC2)nc(N2CCN(C(=O)[C@H](CCC(=O)O)n3cc(C(N)[C@H](C)CC)nn3)CC2)n1 (some centres not stated)	-5	nt	nt	-4	nt	nt	0
C[C@H](CO)N1C[C@H](C)[C@@H](CN(C)Cc2ccc3c(c2)OCO3)Oc2ccc(NC(=O)Nc3ccc(F)cc3)cc2C1=O	-3	-4	-5	-3	-11[16.7 µM]	6	-1
CCN(CC)c1ccc(/C=C(/C#N)C(=O)NC(C)C)o1	3	4	1	-4	-14	5	15
COC(=O)C1=C(C(=O)OC)[C@@H]2N(Cc3ccccc3)c3ccccc3[C@@]23C[C@@H](C(=O)OC)N=C3N1	2	5	-4	16	-7	1	-7
C[C@@H]1CN([C@@H](C)CO)C(=O)c2cccc(NC(=O)C3CCCCC3)c2O[C@H]1CN(C)Cc1ccc(C(=O)O)cc1	21	-6	6	-14	-2[16.7 µM]	-3	-3
COc1ccc(C2=CCN3CCCCC3C2)c(-c2ccc(OC)c(OC)c2)c1 (configuration not stated)	1	4	1	19	4	-1	28
CCOc1ccc(S(=O)(=O)NCC(=O)N(C)Cc2cccnc2)cc1	0	nt	nt	109*	-7	nt	0
Cc1ccc(/C=C2\SC(=S)N(CCCC(=O)Nc3ccccc3C(=O)O)C2=O)cc1	3	1	0	0	5	4	-42
COc1ccc(NC(=O)CS(=O)CC(=O)Nc2cccnc2)cc1 (configuration not stated)	5	0	-7	12	-6	0	-1
Cc1ccc(-c2noc(CN(C)C(=O)c3ccoc3C)n2)cc1	0	2	-8	0	4	-9	6
COc1ccc(Nc2nc(C(=O)N3CCc4cc(OC)c(OC)cc4C3)cs2)cc1	nt	20	-6	nt	nt	-1	nt
Cc1ccc2c(nc3s/c(=C\c4ccc(-c5ccccc5C(=O)O)o4)c(=O)n32)c1C	-3	-11	10	11	nt	0	5
COc1ccc(-c2cc(NC=O)c3ncc(-c4cccc(C(=O)N(C)C)c4)n3c2)c(OC)c1	1	nt	0	-7	-5	-3	-1
CCCC(=O)NC(Nc1ccc(S(=O)(=O)Nc2cc(C)on2)cc1)(C(F)(F)F)C(F)(F)F	1	-13	nt	nt	1	nt	8
COC(=O)c1cccc(C(=O)N2CCCC(C(=O)c3cc(F)ccc3F)C2)c1 (configuration not stated)	nt	-2	-5	nt	nt	9	nt
NC(=O)C1CCN(C(=O)CCSCc2ccccc2)CC1	2	-14	-1	9	3	2	9
NC(=O)C1(N2CCCCC2)CCN(C(=O)CSc2nc(C(F)(F)F)cc(=O)[nH]2)CC1	-2	-2	nt	14	7	nt	-8
COCC(=O)N1C[C@@H](C)[C@H](OC)CN(C)C(=O)c2cc(NC(=O)c3ccc(F)cc3)ccc2OC[C@@H]1C	49	1	-2	-14	-3[16.7 µM]	-1	4
COc1cc(NC(=O)c2ccc(Br)cc2)c(OC)cc1NC(=O)c1ccccc1	-2	1	-2	-27	7	-1	6
COc1ccc(-n2c(Cn3nnc4ccccc43)n[nH]c2=S)cc1	5	11	nt	nt	2	nt	nt
COc1cc(/C=C2\SC(=O)N(Cc3ccc(Cl)cc3)C2=O)cc([N+](=O)[O-])c1O	nt	-3	3	nt	nt	5	nt
COc1ccc(Nc2ncnc3c2cnn3-c2cccc(C)c2)cc1OC	-1	-4	nt	-12	-14	0	16
O=C(NCc1csc(-c2cccs2)n1)c1ccccc1	nt	-5	-2	nt	nt	-1	nt
C[C@@H]1CCCCO[C@H](CN(C)C(=O)CCCN(C)C)[C@@H](C)CN([C@H](C)CO)C(=O)c2cc(NC(=O)CCC(F)(F)F)ccc2O1	0	-4	0	-10	-4[16.7 µM]	-7	0
COc1ccc(OC)c(NC(=O)C2CCN(c3nc(C)cc(C)n3)CC2)c1	-2	-3	nt	-1	7	nt	-2
CC(=O)c1cccc(NC(=O)COC(=O)CCc2ccc(S(=O)(=O)N3CCOCC3)cc2)c1	nt	-1	-3	nt	nt	0	nt
CC1CCC2=NN(C(=O)c3ccco3)C(O)(C(F)(F)F)C2C1 (configuration not stated)	nt	-7	-2	nt	nt	?	nt

Remaining list, next part
SMILES	Cneo AK release	ARNT TACC3 PPI	SIRT5 block	Statin myotox sup	miR122 inh	ERp5 inh	esBAF inh
O=C(CCCCCNS(=O)(=O)c1ccc(Br)cc1)NCCN1CCOCC1	0	-7	0	1	10	-6	-16
Cc1noc(C)c1NC(=O)N(C)C[C@@H]1Oc2c(NC(=O)Nc3ccc4c(c3)OCO4)cccc2C(=O)N([C@H](C)CO)C[C@H]1C	-2	-2	0	-4	13[16.7 µM]	-3	-5
CN(C)C(=O)CSc1nnc(Cc2ccc3c(c2)OCO3)o1	nt	-11	-6	nt	nt	4	nt
Brc1ccc(/C=C/C=N/Nc2nc3ccccc3s2)cc1	7	-7	nt	-14	-2	nt	25
O=C(c1cccnc1)N1CC[C@@H]2[C@@H](CO)Nc3ccc(-c4cccc(F)c4)cc3[C@@H]21	4	7	4	14	10[16.7 µM]	0	1
CC(Nc1nc(Nc2ccc(F)cc2)nc(SCC(N)=O)n1)c1ccccc1 (configuration not stated)	-2	5	-3	-6	9	0	-6
Cc1ccc(NC(=O)CN(C)C(=O)COc2ccccc2-c2ccccc2)cc1	-5	6	-3	-8	nt	-1	-5
Cc1nc(NC(CC(C)C)C(=O)O)c2nc(C)oc2n1 (configuration not stated)	0	-2	nt	nt	-2	nt	-9
COc1cccc(Oc2ccc(N)cn2)c1	1	-3	nt	-5	-3	nt	-1
CCC(C)C(=O)Nc1cc(C(=O)OC)cc(C(=O)OC)c1 (configuration not stated)	1	-1	-2	-3	4	-3	-1
C[C@H](CO)N1C[C@H](C)[C@H](CN(C)C(=O)Nc2ccc3c(c2)OCO3)Oc2ccc(NC(=O)CCCCCC(=O)Nc3ccccc3N)cc2CC1=O	0	-4	nt	40	-7[16.7 µM]	-9	-2
CCC(c1ccccc1)c1noc(CCN(CC)CC)n1 (configuration not stated)	3	nt	nt	2	-2	1	1
Cc1ccc(NC(=O)c2ncn(CCCNCC3CCCCC3)n2)cc1C	5	nt	-5	-21	2	2	-3
COc1ccc(NC(=O)N(C)C[C@H]2OCCCC[C@@H](C)Oc3ccc(N(C)C)cc3C(=O)N([C@@H](C)CO)C[C@@H]2C)cc1	1	15	-1	-7	-3[16.7 µM]	-5	-4

A run of entries of the results above, for reference:
SMILES	Cneo AK release	ARNT TACC3 PPI	SIRT5 block	Statin myotox sup	miR122 inh	ERp5 inh	esBAF inh
CCC(c1ccccc1)c1noc(CCN(CC)CC)n1 (configuration not stated)	3	nt	nt	2	-2	1	1
Cc1ccc(NC(=O)c2ncn(CCCNCC3CCCCC3)n2)cc1C	5	nt	-5	-21	2	2	-3
COc1ccc(NC(=O)N(C)C[C@H]2OCCCC[C@@H](C)Oc3ccc(N(C)C)cc3C(=O)N([C@@H](C)CO)C[C@@H]2C)cc1	1	15	-1	-7	-3[16.7 µM]	-5	-4

Assay outcomes from PubChem.
